From PubChem BioAssay
Eya2 phos inh: inhibitors of human Eya2 phosphatase activity; recombinant Eya2, OMFP fluorescence dephosphorylation (OMFP is methylfluorescein phosphate); O00167; 0.006% of 330,000 active; AID 488837; Potency, µM (highest dose often 76.9 µM), for the others: at the highest dose activity, negative = inhibition, actives largely listed as inhibitors; also: potency is read from the fitted curve at half-maximal effect; % is scaled to controls: 0 for no effect and ±100 for the full control effect
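Eya2 (0.2 uM) preincubated 10 min at ambient with compound, then OMFP substrate added at 50 uM; 10 min reaction in 50 mM HEPES pH 7.5, 50 mM NaCl, 5 uM MgCl2, 0.05% BSA, 1 mM DTT. Fluorescence read at Ex 485/Em 525 nm.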
TRPV1 agonist: human TRPV1 agonism; Q8NER1; TRPV1-expressing cells, Fluo-8 calcium influx, agonist mode; activation, % at 8.33 µM; 0.19% of 320,000 active; in the data active = activation above about 80%; inconclusive = between about 30% and that limit; also: 0% is about no effect
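Fluo-8 calcium influx in TRPV1-expressing cells, kinetic read (ex 480/em 520 nm). Compound added and read 3 min for agonist activity, followed by capsaicin at EC20 final and 2 min further read for enhancement.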
A-T KAP1 phos: potential ataxia-telangiectasia treatments restoring KAP-1 phosphorylation. 0.19% of 320,000 active. […] A-T fibroblasts, KAP-1 phosphorylation AlphaLISA; neocarzinostatin DNA damage 30 min before lysis. Potency, µM (series often up to 57.5 µM), for the others: at the top dose activation, most hits filed as activators; also: potency is read from the fitted curve at half-maximal effect; % of control where 0% means no effect; nearly all actives have a fitted effect of over 45% in size
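ATM-like activity read as KAP-1 phosphorylation via AlphaLISA donor/acceptor antibody pairs after lysis and 6 hr at 25C. Cells were ATM-null patient fibroblasts ([…], hTERT), dosed 60 min, then exposed to the DSB inducer NCS for 30 min.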
TSHR antagonist: blocks TSH signaling through the human TSH receptor. P16473. 0.2% of 330,000 active. TSHR-expressing cells, TSH-stimulated cAMP HTRF, 2 h; hits give low values. activity change, negative = inhibition, % at 11.5 µM;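 active = activity change below a set negative limit, meaning inhibition stronger than a set level, cut at about -70% in these data; inconclusive = activity change between two set negative limits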; also: % is scaled to controls: 0 for no effect and ±100 for the full control effect
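TSHR-expressing cells were treated with compounds, then stimulated with TSH at EC80 (4nM final) for 2 hours at 37 deg C. Cellular cAMP was measured by HTRF competition between lysate cAMP and cAMP-d2 for a cryptate-labelled anti-cAMP antibody.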
TCR act: T cell receptor activation; primary human leukocytes, anti-CD3, IL-2 HTRF, 48 h; Potency, µM (titrated, usually from 9.22 µM), for the others: at the highest dose activation of IL-2 secretion, hits mostly activators; 330,000 tested, under 10 active; AID 504894; also: % of control where 0% means no effect
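IL-2 release read by HTRF sandwich (Eu cryptate donor, d2 acceptor, 665 nm emission) after 48 hr exposure of primary human leukocytes to compound together with anti-CD3 beads in the absence of co-stimulatory signals.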
Mito fusion act: inhibitors of mitochondrial division or activators of mitochondrial fusion. S. cerevisiae fusion-defective mutant growth rescue, CellTiterGlo 48 h. Potency, µM (titrated, usually from 46.1 µM), inactives show top-dose growth rescue (activation), actives largely listed as activators. 0.23% of 320,000 active;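 also: potency is read from the fitted curve at half-maximal effect; % of control where 0% means no effect; nearly all actives have a fitted effect of over 45% in size; temperature-sensitive fusion mutants such as fzo1-1 at 37 °C on non-fermentable ethanol glycerol medium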
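Read-out: ATP-based luminescence (CellTiterGlo, 10 min ambient) reporting growth of fusion-defective ts yeast after 48 hours at 37C on glycerol/ethanol YPEG medium in the presence of compound.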
KCNH2 3.1 block: blocks the human KCNH2 3.1 channel isoform | U2OS KCNH2 3.1, thallium flux FluxOr; hits give low values | activity change, % (tested at about 1.8 µM) | 0.95% of 340,000 active;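 active = maximum activity change below -70%; inconclusive = maximum activity change from -70% to -50%; inactive = maximum activity change above -50%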;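 also: thallium influx rate constant from kinetic fluorescence after stimulation buffer; % is scaled to controls: 0 for no effect and ±100 for the full control effect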
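Kinetic fluorescence (2 min after stimulation buffer) measures Tl+ influx through KCNH2 3.1 expressed by viral transduction in U2OS cells; the rate constant is normalized against DMSO controls serving as positive and negative references.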
hERG WT inh: KCNH2 (human, wildtype) channel inhibition; Q12809; activity change, % at 1.84 µM; U2OS, BacMam KCNH2, thallium flux FluxOr; hits give low values; AID 720551; 0.37% of 340,000 active;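 active = maximum activity change below -70%; inconclusive = maximum activity change between -70% and -50%; inactive = maximum activity change above -50%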; also: % is scaled to controls: 0 for no effect and ±100 for the full control effect
Target sequence (Q12809 whole entry, looked up): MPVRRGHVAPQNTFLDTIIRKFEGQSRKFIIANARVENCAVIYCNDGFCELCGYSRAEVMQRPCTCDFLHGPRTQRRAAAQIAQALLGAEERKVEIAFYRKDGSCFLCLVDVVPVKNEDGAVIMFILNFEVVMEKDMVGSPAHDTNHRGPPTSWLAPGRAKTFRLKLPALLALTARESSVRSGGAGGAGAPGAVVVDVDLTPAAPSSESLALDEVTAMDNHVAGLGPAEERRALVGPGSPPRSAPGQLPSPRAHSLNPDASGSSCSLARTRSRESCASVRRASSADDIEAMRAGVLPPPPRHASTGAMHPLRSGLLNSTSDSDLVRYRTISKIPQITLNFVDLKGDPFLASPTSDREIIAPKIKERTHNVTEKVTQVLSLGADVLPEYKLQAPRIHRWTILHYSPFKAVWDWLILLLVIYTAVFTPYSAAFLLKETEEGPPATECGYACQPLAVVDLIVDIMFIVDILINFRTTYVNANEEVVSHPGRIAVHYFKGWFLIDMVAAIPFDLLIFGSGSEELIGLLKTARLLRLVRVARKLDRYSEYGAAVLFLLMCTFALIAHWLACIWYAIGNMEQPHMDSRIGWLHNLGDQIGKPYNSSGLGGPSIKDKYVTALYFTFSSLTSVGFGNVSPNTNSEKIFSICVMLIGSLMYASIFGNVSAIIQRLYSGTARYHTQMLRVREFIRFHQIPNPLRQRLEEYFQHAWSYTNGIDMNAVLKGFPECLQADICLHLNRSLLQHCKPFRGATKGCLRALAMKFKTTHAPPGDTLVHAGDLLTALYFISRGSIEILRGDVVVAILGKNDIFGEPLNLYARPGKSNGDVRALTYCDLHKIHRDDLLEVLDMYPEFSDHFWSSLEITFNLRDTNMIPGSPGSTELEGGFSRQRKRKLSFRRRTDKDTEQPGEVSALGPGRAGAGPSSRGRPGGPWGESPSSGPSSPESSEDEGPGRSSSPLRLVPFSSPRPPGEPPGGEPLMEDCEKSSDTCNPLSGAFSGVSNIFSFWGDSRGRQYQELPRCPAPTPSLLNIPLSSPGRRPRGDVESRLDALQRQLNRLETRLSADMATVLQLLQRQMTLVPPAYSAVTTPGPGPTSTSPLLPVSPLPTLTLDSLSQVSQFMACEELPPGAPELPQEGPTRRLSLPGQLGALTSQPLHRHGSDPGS
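U2OS cells were transduced with wild-type KCNH2 virus (2.03 x 10^8 / mL) for 4 h at room temperature, then cultured overnight at 37 C. Thallium flux was read with FluxOr dye. Rate constants were normalized to DMSO controls.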
ELG1 repair inh: ELG1-dependent DNA repair inhibition; HEK293T ELG1-luciferase reporter, luminescence, 16 h; DNA damage induced by 5-fluorouridine; AID 504467; 2.3% of 330,000 active; Potency, µM (titrated, usually from 46.1 µM), for the others: at the top dose activity change, negative = inhibition, actives largely listed as inhibitors; also: potency is read from the fitted curve at half-maximal effect; % is scaled to controls: 0 for no effect and ±100 for the full control effect; nearly all actives have a fitted effect of over 55% in size
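Quantitative HTS, concentration-response format. 2,000 cells/well co-treated with 5-fluorouridine and compound, 16 hr in 5% CO2 at 37 °C; ONE-Glo luminescence read after 30 min.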
USP2a block: USP2a (human) protease inhibition; USP2 core, Ub-CHOP2 coupled fluorogenic reporter, 485/531; 0.01% of 330,000 active; AID 463254; O75604; Potency, µM (top dose mostly 38.3 µM), for inactives: at the top dose activity change, negative = inhibition, hits mostly inhibitors;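 also: potency is read from the fitted curve at half-maximal effect; plate controls were DMSO wells for no effect and full inhibition by NEM control for full effect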
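USP2 core (10nM final) preincubated 30min RT with compound in 20mM Tris-HCl pH 8.0, 2mM CaCl2, 2mM beta-mercaptoethanol, 0.05% CHAPS; 25nM Ub-CHOP2 plus 25nM reporter substrate added, fluorescence (Ex485/Em531) read after 60min.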
Starred values were filed as active, the others as inactive; ? = inconclusive; . = not tested or not shown; [ ] = dose if it differs, or a comment. Unless noted, calls follow the shape of the dose curve; as a rule, active = well fitted curve in the direction sought with a large enough effect; inconclusive = small, poorly fitted or top-dose-only effect, or another doubt; inactive = no such curve, though single readings can be large; an effect the other way counts as inactive or inconclusive. These rows are one share of the data (hit frequency here may not be typical).

SMILES | A-T KAP1 phos | TRPV1 agonist | Eya2 phos inh | hERG WT inh | USP2a block | Mito fusion act | KCNH2 3.1 block | TSHR antagonist | TCR act | ELG1 repair inh
NC(N)=Nc1nc2ccc([N+](=O)[O-])cc2[nH]1 | -2% | 0 | -7% | 12 | 1% | 1% | 3 | 1 | 2% | 0%
CC1=C/C(=N\S(=O)(=O)c2ccccc2)C(C(C)C)=CC1=O | 0% | 0 | 2% | 0 | 1% | -2% | -2 | -6 | -2% | -29%
CSc1cccc(NC(=O)C2CCCN(S(=O)(=O)c3ccc(F)cc3)C2)c1 (stereo not drawn) | 11% | 11 | -1% | -7 | 5% | 16% | -27 | -44 | -8% | 21µM*
O=C1N/C(=N\N=C\c2cccs2)SC1Cc1ccc(Cl)cc1Cl (stereo not drawn) | 2% | 0 | 7% | 1 | 7% | 3% | -1 | -3 | -1%[46.1 µM] | 4%
Cc1ccc(CN(C)CC(=O)Nc2ccccc2C(=O)NC2CC2)o1 | -8% | 1 | 11% | 19 | 2% | -13% | 19 | 16 | -11% | 11%
CC(C(=O)NCC1CCCCC1)N1CCN(S(=O)(=O)c2ccccc2F)CC1 (stereo not drawn) | 8% | 2 | -1% | -8 | 4% | 0% | 4 | -2 | -7% | -14%
COc1ccc(C2CC3(CC(C)(C)NC(=O)N3)Oc3cc(O)ccc32)cc1 (stereo not drawn) | 8% | 2 | -6% | 4 | 1% | -7% | -3 | 3 | -10% | -14%
Nc1nnc(SCc2nc3scc(-c4ccccc4)c3c(=O)[nH]2)s1 | -1% | 1 | 5% | -1 | -2% | -4% | -9 | -9 | 1% | -20%
Cc1ccc(C(=O)OCC(=O)NCCNC(=O)COC(=O)c2ccc(C)s2)s1 | 2% | 5 | 16% | 2 | 1% | 1% | 6 | -2 | -3% | -2%
CCN(CC)CCn1c(NCc2ccccn2)nc2ccccc21 | 1% | -1 | -4% | 3 | 4% | -10% | 2 | 10 | . | 4%
Cc1nc(SCC(=O)NCc2ccccc2)c2c(=O)n(C)c(=O)n(C)c2n1 | 2% | -1 | -5% | -3 | 1% | 7% | 1 | -4 | -6% | -14%
NS(=O)(=O)c1ccc(CCNC(=O)c2ccc3c(c2)OCO3)cc1 | -4% | -1 | -1% | -5 | 3% | -5% | -19 | 24 | -8% | 11%
CCCCN1CCCC1CNC(=O)c1cc(C#N)c2ccccc2c1OC (stereo not drawn) | . | 0 | -19% | . | 2% | -1% | . | 5 | . | .
Fc1ccc2nc3n(c2c1F)CCCCCC3 | 6% | 7 | 4% | 10 | -1% | -1% | 3 | -5 | . | ?
CCOc1ccc(-n2ccnc2)nn1 | 0% | 1 | 24% | . | -12% | 2% | 12 | -1 | 6% | 5%
O=C(Nc1ccc(S(=O)(=O)Nc2ncccn2)cc1)c1ccc(Br)s1 | -1% | 0 | -21% | 9 | 1% | -4% | 1 | 5 | . | -5%
O=C(Nc1ccccc1)N(Cc1ccc2c(c1)OCO2)Cc1nc2ccccc2c(=O)[nH]1 | 2% | 3 | -43% | 10 | -2% | 1% | . | -6 | 3% | -18%
Cc1oc(-c2cc(F)ccc2F)nc1CN1CCN(c2ncnc3ccccc23)CC1 | 5% | ? | -2% | 5 | -6% | -5% | -18 | -26 | -2% | ?
O=S1(=O)NC(C2CC2c2ccccc2)CCO1 (stereo not drawn) | 24% | 0 | 12% | -1 | 3% | 2% | 9 | -39 | 9% | 14%
COc1cc(NS(=O)(=O)c2ccc(NC(=O)c3ccc(S(=O)(=O)N4CCCCC4)cc3)cc2)ncn1 | -2% | 4 | 4% | 0 | 1% | -2% | 16 | -6 | -3% | -1%
COc1ccc(CCNC(=O)C2CCN(C(=O)c3ccc(Cl)cc3)CC2)cc1OC | 13% | 1 | -11% | 0 | 0% | -1% | -13 | -6 | 1% | -13%
COc1ccc(C2=NN(c3ccccc3)C(c3ccc(OC)c(OC)c3)C2)cc1 (stereo not drawn) | ? | -2 | 6% | -1 | 2% | 1% | -6 | 30 | -5% | ?
CCOC(=O)C1=C(c2ccccc2)O/C(=C(\C(=O)OC)C(F)(F)F)S1 | -2% | -1 | -7% | 10 | -3% | -1% | ? | 5 | 14% | -16%
O=C1/C(=C/c2cccnc2)Sc2ccccc21 | -7% | ? | -6% | -7 | -2% | -1% | 3 | 1 | 7% | 24%
Cc1ccc(C)c(N2CCN(C(=O)CCc3nc(-c4ccccc4C)no3)CC2)c1 | 9% | . | -4% | -2 | -1% | . | -2 | -15 | 2%[46.1 µM] | -15%
COc1ccc(CC2(CO)CCN(Cc3ccncc3)CC2)cc1 | 6% | 0 | 1% | 20 | 2% | -1% | -16 | -5 | -49% | -8%
O=C(OCc1nc2ccccc2s1)c1cnccn1 | 5% | -2 | -1% | -6 | 1% | -3% | -5 | 11 | 1% | ?
O=C(O)c1ccc(S(=O)(=O)c2ccc3c(c2)C(=O)N(CC2CCCO2)C3=O)cc1 (stereo not drawn) | 2% | 2 | 13% | -10 | 2% | -2% | 0 | -6 | -5% | 4%
Cc1c(O)ccc(/C(Cc2ccc3ccccc3n2)=N\O)c1O | -4% | 6 | 12% | -4 | 1% | 6% | 2 | 13 | 5% | ?
CC(C)(C)OC(=O)CC[C@@H](C(=O)NCCCCCCCCCCC(=O)N1CCN(C(=O)OC(C)(C)C)CC1)n1cc(CCCCCNC(=O)OC(C)(C)C)nn1 | 2% | 0 | -20% | . | -1% | 4% | . | 23 | -3% | -21%
COc1ccc(CN(C)C(=O)CNC(=O)c2ccc3ccccc3c2)c(OC)c1 | -4% | -3 | -3% | 17 | -2% | 10% | -5 | -2 | 1% | -13%
CC(=O)N1CCN=C1SCc1ccc(C)cc1 | 10% | 1 | 11% | 3 | 1% | -2% | 5 | -3 | 1% | 1%
COc1ccccc1N1CCN(CC(=O)Nc2c(C)n[nH]c2C)CC1 | -4% | 2 | -13% | -3 | 2% | 4% | -5 | 0 | -1% | 7%
O=C(COc1ccccc1Br)NCCC1=CCCCC1 | 7% | ? | -3% | 11 | -14% | ? | -1 | -13 | -3% | ?
Cc1ccc(S(=O)(=O)N(C)S(=O)(=O)c2ccc(C)cc2)cc1 | 12% | 8 | -11% | 30 | -3% | ? | -14 | -3 | -7% | -15%
CCNC(=S)N1CCN(CCN=CC2=C(O)CC(C)(C)CC2=O)CC1 | -1% | 2 | -10% | -3 | 0% | -1% | 4 | 2 | -1% | -14%
CNC(=O)c1ccc(-n2nc(C)cc2-c2ccccc2)cc1 | -3% | . | 8% | 4 | 1% | 4% | 16 | 10 | -5% | 3%
COc1ccc(-n2nc(C(=O)NCC(=O)N3CC(C)CC(C)C3)c3ccccc3c2=O)cc1 (stereo not drawn) | -1% | 18 | -9% | 0 | 0% | 3% | -22 | -11 | -15% | 13µM*
CC(=O)c1cccc(CN2CCc3ccc(NC(=O)C4CCCO4)cc3C2)c1 (stereo not drawn) | 3% | 8 | -14% | 28 | -1% | 1% | 1 | -8 | -1% | 0%
CC(=O)c1ccc(N2CCN(C(=O)c3ccc4ccccc4n3)CC2)cc1 | -4% | 1 | 4% | 4 | 1% | 5% | 10 | -7 | -29% | -8%
CCN(C(=O)c1cccc(NC(=O)c2ccccc2)c1)C1CCCCC1 | 19% | ? | -8% | -5 | 3% | 4% | 8 | -11 | 5% | -1%
Cc1nn2cc(-c3cccc(Cl)c3)cnc2c1Cl | 2% | -1 | 3% | -10 | 0% | 0% | 1 | 0 | . | ?
O=C(C1CCC1)N1CCN(c2cccc(C(F)(F)F)c2)CC1 | 1% | ? | -15% | 2 | -1% | -2% | -14 | 6 | 3% | -6%
Cc1cc(C(=O)NC2CC2)c2ccccc2n1 | 5% | -3 | 5% | 5 | 3% | -7% | 12 | -4 | 1% | 11%
Cc1ccc(-c2[nH]c(-c3ccc(Cl)cc3)nc2SCC(=O)NCC2CCCO2)cc1 (stereo not drawn) | -5% | -4 | 1% | -7 | 0% | 13% | -8 | 7 | -24% | ?
O=C(COC(=O)CN1C(=O)c2cccc([N+](=O)[O-])c2C1=O)NC1CCS(=O)(=O)C1 (stereo not drawn) | -2% | 0 | 1% | 2 | -1% | 0% | 16 | 3 | 0% | 22%
CC1(C)C(O)=C(c2nc3ccccc3[nH]2)C(=N)N1c1ccccc1 | 6% | 26 | 7% | 4 | -1% | 2% | 0 | -1 | -1% | 2%
